High-throughput results deposited in PubChem by Sanford-Burnham Center for Chemical Genomics.
XBP1 UPR activ: activators of adaptive arm of unfolded protein response (XBP1); CHO-XBP1 luciferase reporter, IRE1-XBP1 UPR activation, luminescence; percent of tunicamycin response, DMSO as zero; activation, % at 20 µM; AID 463104; 330,000 tested, 0.33% active;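 active = versus positive control, 20 µM dose yields 30% or more activation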;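 note: 100% = tunicamycin at 10 µg/mL and 0% = DMSO only wells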
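Material: IRE1-XBP1 luciferase reporter CHO line / Quantity: one thousand reporter cells per well / Buffer or medium: F12 with 10% serum / Compound: 20 µM single concentration, DMSO 1% / Times: 6 h treatment, 37 °C / Detection: Steady-Glo luciferase glow luminescence, 10 min after reagent addition / Benchmarks: tunicamycin high, DMSO low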
tim23-1 inh: growth inhibitors of tim23-1 mutant yeast. S. cerevisiae tim23-1 growth, BacTiter-Glo luminescence, 24 h. inhibition, % at 20 µM. 330,000 tested, 1.3% active;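 active = growth inhibition of the mutant yeast at or above 50%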;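 note: temperature-sensitive mutant grown at 25 °C; plate controls were DMSO-treated mutant yeast for no effect and medium wells lacking yeast for full effect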
Jurkat NFkB inh: lowers PMA/ionomycin-induced NF-kB signal in Jurkat cells | PMA/ionomycin-induced NF-kB luciferase reporter, luminescence | inhibition, % at 4 µM | 330,000 tested, 0.53% active | AID 435003; in the data active = inhibition above about 50%
697 NFkB inh: lowers PMA/ionomycin-induced NF-kB signal in 697 B cells; 330,000 tested, 0.33% active; 697 B-cell NF-kB luciferase reporter, 16 h; inhibition, % at 4 µM; AID 435022; in the data active = inhibition above about 35%
APJ antag: blocks the human apelin receptor APJ. P35414. CHO-K1 APJ beta-arrestin complementation, luminescence. inhibition, % at 20 µM. 330,000 tested, 0.32% active. AID 2521;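 active = inhibition above about 40% at 20 µM, limit read from the data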;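 note: cells challenged with 10 nM apelin-13 agonist together with compound; plate controls were apelin-13 plus DMSO wells for no effect and DMSO wells lacking apelin-13 for full effect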
APJ ag: activates the human apelin receptor APJ; 330,000 tested, 0.11% active; CHO-K1 APJ PathHunter beta-arrestin, luminescence; 0% DMSO wells, 100% apelin; P35414; activation, % at 20 µM;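 active = activation more than six SD over the plate average, tested at 20 µM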;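 note: 0% = DMSO alone and 100% = apelin-13 at 10 nM; some results filed as inactive read as strong as hits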
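Material: CHO-K1 APJ beta-arrestin complementation cell line; Input: cell density 1000 per well; Incubation: compound stimulation 90 min at 25 °C, detection 60 min; Signal: luminescence from split beta-galactosidase complementation, Galacton Star/Emerald II substrate; Controls: DMSO-only wells as negative, 10 nM Apelin-13 as positive control.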
UPR CHOP act: apoptotic UPR (CHOP) activation; CHO-CHOP luciferase reporter, luminescence; percent of tunicamycin response over DMSO baseline; activation, % at 10 µM; 330,000 tested, 0.34% active; AID 449763;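 active = at 10 µM dose, activation of 40% or more, normalized to positive control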;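 note: 100% = tunicamycin at 10 µg/mL and 0% = DMSO alone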
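System: CHO-CHOP luciferase reporter cell line | Buffer or medium: F12 medium containing 10% fetal bovine serum | Doses: One dose, 10 µM in 0.5% DMSO | Times: 6 h compound exposure at 37 °C after overnight seeding | Signal: Luciferase luminescence | Read-out: % activation vs tunicamycin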
Mdm2-MdmX inh: disrupts the human Mdm2-MdmX interaction; O15151+Q00987; SaOS-2 split-luciferase Mdm2/MdmX complementation, luminescence; inhibition, % at 8 µM; 330,000 tested, 3% active; AID 485346;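 active = inhibition of at least 50% at 8 µM in the primary screen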
Target sequence (O15151 whole entry, looked up): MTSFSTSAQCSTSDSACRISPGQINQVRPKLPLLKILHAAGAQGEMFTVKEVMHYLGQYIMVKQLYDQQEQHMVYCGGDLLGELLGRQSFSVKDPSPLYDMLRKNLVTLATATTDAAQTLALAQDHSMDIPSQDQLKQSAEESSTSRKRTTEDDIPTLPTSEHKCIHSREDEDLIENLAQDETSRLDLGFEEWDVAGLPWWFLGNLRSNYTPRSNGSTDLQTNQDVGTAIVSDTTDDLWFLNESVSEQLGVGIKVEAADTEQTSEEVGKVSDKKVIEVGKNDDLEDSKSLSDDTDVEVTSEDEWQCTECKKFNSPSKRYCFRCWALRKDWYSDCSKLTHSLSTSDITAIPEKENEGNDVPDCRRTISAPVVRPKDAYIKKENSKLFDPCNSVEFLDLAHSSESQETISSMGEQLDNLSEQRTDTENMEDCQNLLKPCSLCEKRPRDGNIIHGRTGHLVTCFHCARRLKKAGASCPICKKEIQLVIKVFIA
Target sequence (Q00987 whole entry, looked up): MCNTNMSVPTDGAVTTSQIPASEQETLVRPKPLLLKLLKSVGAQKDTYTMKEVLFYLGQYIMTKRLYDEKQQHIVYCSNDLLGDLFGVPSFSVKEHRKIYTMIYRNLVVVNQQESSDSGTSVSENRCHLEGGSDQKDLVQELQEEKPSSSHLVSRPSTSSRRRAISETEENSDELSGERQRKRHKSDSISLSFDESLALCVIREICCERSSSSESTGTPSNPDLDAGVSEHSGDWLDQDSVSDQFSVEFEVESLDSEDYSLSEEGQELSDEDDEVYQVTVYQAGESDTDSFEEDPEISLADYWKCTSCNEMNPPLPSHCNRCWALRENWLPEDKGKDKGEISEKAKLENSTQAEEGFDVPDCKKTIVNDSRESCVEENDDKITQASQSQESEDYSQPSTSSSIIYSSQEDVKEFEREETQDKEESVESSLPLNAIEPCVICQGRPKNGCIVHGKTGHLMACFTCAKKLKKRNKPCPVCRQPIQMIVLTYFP
* = called active by the depositor. Hits appear at their usual frequency (roughly 5% active in at least one column).

SMILES	XBP1 UPR activ	tim23-1 inh	Jurkat NFkB inh	697 NFkB inh	APJ antag	APJ ag	UPR CHOP act	Mdm2-MdmX inh
O=c1c(/C=C(\O)c2ccccc2)nc2ccccc2n1-c1ccccc1	11	15	-25	-8	20	-7	3.1	-6
COc1cc(OC)c(C(=O)Nc2cccnc2)cc1OC	0	0	7	8	7	-3	4.1	-7
C/C(=N\NC(=O)CCC(=O)Nc1ccc(C)c(C)c1)c1cccs1	0	7	-21	0	0	-2	0.7	28
Cc1cc(C)c2ccc(C)[n+]([O-])c2c1O	-1	1	17	24	-15	7	0.6	7
CCc1ccc(CNC(=O)CCC(=O)N2Cc3cccc(OC)c3Oc3ncccc32)cc1	-5	15	1	8	-25	-2	0.6	20
O=C(CCN1C(=O)/C(=C/c2ccccc2)SC1=S)NC1CCS(=O)(=O)C1 (stereo not given)	-1	12	9	8	-13	7	3.9	-8
Cc1ccnc(SCc2ccc(C(=O)O)cc2)n1	-6	14	-1	-13	7	0	-0.7	3
Cc1onc(-c2c(F)cccc2Cl)c1C(=O)Nc1ccc(S(=O)(=O)N2CCOCC2)cc1	-3	2	14	-9	9	0	1.3	-8
N#Cc1cccc(NC(=O)COc2ccc(-n3ccnc3)cc2)c1	-3	-8	17	9	-1	-1	-2.3	-9
O=C(NC(=O)c1ccc(F)cc1F)Nc1ccc(Cl)cc1	3	-21	-59	-102	-6	-5	5.4	-24
C=CCN1C(=O)C2(OCCCO2)c2cc(Cl)ccc21	-5	4	-11	0	3	-4	-0.5	7
Cc1nc2cc(-c3ccccc3)nn2c(C)c1CCC(=O)N1CCN(c2ccccc2)CC1	-4	33	2	35	-13	0	-4.0	18
CN(Cc1ccc(Cl)s1)C(=O)CNC(=O)CNC(=O)c1ccc(Cl)cc1Cl	-3	13	0	20	1	-1	0.2	-6
COc1ccc(C(=O)Nc2c(Cl)cc(Cl)cc2C(=O)N2CCOCC2)cc1	-1	5	6	8	3	-2	-1.1	4
C/C(=N\NC(=O)C1CCCC1)c1ccc(C(C)C)cc1	-2	7	-30	-25	-5	1	3.1	15
Cc1n[nH]c(C)c1N1C(=O)c2cccc3c(Br)ccc(c23)C1=O	0	1	-3	8	8	-1	-0.1	27
CCOC(=O)Cc1csc(NC(=O)Cc2ccc(Br)cc2)n1	0	28	-2	-8	2	4	-0.5	31
CCOC(=O)N1CCN(Cc2nc(N)nc(Nc3ccc(Oc4ccccc4)cc3)n2)CC1	-3	20	-2	-18	-9	0	-0.3	35
CC(C)Oc1ccc(C(=O)Nc2ccc3c(c2)n(C)c(=O)n3C)cc1	1	14	-3	21	13	0	2.1	27
CC(C)=C1C2CCC1C1C(=O)N(c3ccc4c(c3)OCO4)C(=O)C21 (stereo not given)	-1	18	2	-3	7	-2	0.1	-5

Part of the list above in order of molecular weight, smallest number first:
SMILES	XBP1 UPR activ	tim23-1 inh	Jurkat NFkB inh	697 NFkB inh	APJ antag	APJ ag	UPR CHOP act	Mdm2-MdmX inh
Cc1cc(C)c2ccc(C)[n+]([O-])c2c1O	-1	1	17	24	-15	7	0.6	7
Cc1ccnc(SCc2ccc(C(=O)O)cc2)n1	-6	14	-1	-13	7	0	-0.7	3
C/C(=N\NC(=O)C1CCCC1)c1ccc(C(C)C)cc1	-2	7	-30	-25	-5	1	3.1	15
C=CCN1C(=O)C2(OCCCO2)c2cc(Cl)ccc21	-5	4	-11	0	3	-4	-0.5	7
N#Cc1cccc(NC(=O)COc2ccc(-n3ccnc3)cc2)c1	-3	-8	17	9	-1	-1	-2.3	-9
CC(C)=C1C2CCC1C1C(=O)N(c3ccc4c(c3)OCO4)C(=O)C21 (stereo not given)	-1	18	2	-3	7	-2	0.1	-5
Cc1n[nH]c(C)c1N1C(=O)c2cccc3c(Br)ccc(c23)C1=O	0	1	-3	8	8	-1	-0.1	27
COc1ccc(C(=O)Nc2c(Cl)cc(Cl)cc2C(=O)N2CCOCC2)cc1	-1	5	6	8	3	-2	-1.1	4
Cc1nc2cc(-c3ccccc3)nn2c(C)c1CCC(=O)N1CCN(c2ccccc2)CC1	-4	33	2	35	-13	0	-4.0	18
CCc1ccc(CNC(=O)CCC(=O)N2Cc3cccc(OC)c3Oc3ncccc32)cc1	-5	15	1	8	-25	-2	0.6	20
CN(Cc1ccc(Cl)s1)C(=O)CNC(=O)CNC(=O)c1ccc(Cl)cc1Cl	-3	13	0	20	1	-1	0.2	-6
CCOC(=O)N1CCN(Cc2nc(N)nc(Nc3ccc(Oc4ccccc4)cc3)n2)CC1	-3	20	-2	-18	-9	0	-0.3	35
Cc1onc(-c2c(F)cccc2Cl)c1C(=O)Nc1ccc(S(=O)(=O)N2CCOCC2)cc1	-3	2	14	-9	9	0	1.3	-8

Back to the main list, starting 2 compounds before the break.
SMILES	XBP1 UPR activ	tim23-1 inh	Jurkat NFkB inh	697 NFkB inh	APJ antag	APJ ag	UPR CHOP act	Mdm2-MdmX inh
CC(C)Oc1ccc(C(=O)Nc2ccc3c(c2)n(C)c(=O)n3C)cc1	1	14	-3	21	13	0	2.1	27
CC(C)=C1C2CCC1C1C(=O)N(c3ccc4c(c3)OCO4)C(=O)C21 (stereo not given)	-1	18	2	-3	7	-2	0.1	-5
O=C(O)c1ccccc1NS(=O)(=O)c1ccccc1C(F)(F)F	0	6	3	3	9	5	-1.8	-11
CC(C)CCSc1nc2c(c(=O)[nH]c(=O)n2C)n1CCCc1ccccc1	4	12	4	-39	0	-6	-0.6	-14
COc1ccccc1NS(=O)(=O)c1cc(-c2cc(C)no2)ccc1OC	-5	21	18	8	-7	2	0.1	19
Cc1cc(/C(N)=N/OC(=O)Nc2ccc(Cl)cc2)no1	0	12	3	-6	14	0	8.7	7
O=C1CN(C(=O)COC(=O)c2ccc[n+]([O-])c2)c2ccccc2N1	-3	3	-7	16	5	-3	-0.1	14
O=C(c1ccc(F)cc1)c1cn[nH]c1-c1ccccc1O	-1	35	-3	6	-20	-5	-0.6	-15
CCN1C(=O)c2cccc3c(S(=O)(=O)NCc4cccnc4)ccc1c23	-3	1	-4	20	-3	-8	-3.1	10
Cc1ccc(C(=O)NCCc2sc(C)nc2C)cc1	3	-6	-4	-10	-10	2	1.4	16
COc1ccc(NC(=O)CCNC(=O)C2CCN(S(=O)(=O)c3ccc(OC)cc3)CC2)cc1	-1	0	7	18	13	-2	0.1	15
Cc1ccc(S(=O)(=O)NN2C(=O)/C(=C/c3cccs3)SC2=S)cc1	2	39	-3	10	11	-4	1.5	16
CCCCc1nnc(NC(=O)c2cccc(S(=O)(=O)N3CCN(C)CC3)c2)s1	-2	3	7	-21	14	-2	-2.3	22
CC(C)(C)S(=O)(=O)c1ccc(S(=O)(=O)C(C)(C)C)s1	-2	14	-20	-20	-12	0	-0.9	-1
CCc1cc2cc3c(cc2nc1SCC(=O)N1CCN(C(=O)c2ccco2)CC1)OCO3	-5	33	4	-5	10	-2	0.8	10
Fc1cccc(Cl)c1Cn1nnc2c(NCc3ccncc3)ncnc21	-5	-30	11	-19	18	-2	-0.5	-19
Cc1cccc2c1cnn2C(=O)Nc1ccccc1Cl	-3	4	-58	-35	-5	-1	5.4	-65
O=S(=O)(Nc1cccc(-n2cnnn2)c1)c1ccc(Cl)cc1	-3	7	13	-17	-4	-2	-1.1	11
CCOc1cc(CNc2cccc3ccccc23)cc(Br)c1OCC(=O)NC(C)(C)C	-5	7	17	-34	3	4	-0.6	23
Cc1cc(NC(=O)CCC(=O)N(CC2CCCO2)C(C(=O)NC2CCCC2)c2cccnc2)no1 (stereo not given)	-1	5	-9	15	-15	-3	-0.6	18
CC(C)C[C@H](NC(=O)C1CCN(S(=O)(=O)c2ccccc2)CC1)C(=O)NCc1cccnc1	-4	7	3	8	6	-1	1.6	9
COc1cc(/C=C(\C#N)C(=O)NCc2ccccc2)ccc1OCc1ccc(C(=O)O)cc1	-1	17	-5	3	13	1	0.9	-8
CSc1cccc(NC(=O)c2ccc(Cl)nc2)c1	-3	11	-13	-13	-7	-3	2.1	-10
O=C(O)Cn1cc(/C=N/NC(=O)c2cc3cc(Br)ccc3o2)c2ccccc21	-1	12	-7	1	-9	-6	-1.6	1
COC(=O)c1ccccc1NC(=O)c1ccc(COc2cc(C)cc(C)c2)o1	-1	4	-4	-6	-28	-6	-1.5	-5
COc1ccc(/C=C/C(=O)c2ccc(Cl)cc2)c(OC)c1	-2	26	-50	-31	3	0	0.8	6
O=C(c1ccccc1)c1c[nH]c(C(=O)C(Cl)(Cl)Cl)c1	-2	14	1	-17	-10	-3	-0.3	10
CCCOC(=O)CCNc1n[nH]c(=O)[nH]c1=O	-3	10	-13	-12	-14	2	-1.1	-1
COc1ccc(NS(=O)(=O)CC(C)C)c(OC)c1	1	15	-11	5	2	0	-1.8	15
COC(=O)C1=C(O)CSC1=Nc1cccc(C(F)(F)F)c1	-2	14	12	2	-35	0	-2.4	8
CC(=O)Nc1ccc(S(=O)(=O)N2CCC(C(=O)O)(c3ccccc3)CC2)cc1	-1	-9	5	1	4	1	-0.3	10
Nc1ncc(Br)cc1S(=O)(=O)NCCC(=O)N1CCN(c2ccccc2)CC1	-5	7	15	-5	-4	4	-1.4	5
CN(C)Cc1c(O)ccc2c3c(c(=O)oc12)CCCCC3	-2	7	-3	-14	-18	-4	-0.5	9
COCCNC(=S)N(CCc1c(C)[nH]c2ccc(Cl)cc12)Cc1cccs1	-2	36	-17	2	-14	-2	0.4	25
COc1ccc(N)cc1NC(=O)CN1CCCC1	-2	-1	7	17	-9	-2	0.5	8
COc1ccc(NC(=S)NNC(=O)Cn2nc([N+](=O)[O-])cc2C)cc1	-2	-1	12	5	11	-6	0.0	12
COc1cc(C2N(c3ccc(F)cc3)C(=O)C3CCCN32)cc(OC)c1OC (stereo not given)	1	-10	5	9	-40	-1	0.9	13
CNC(=O)c1c(C)nn(-c2ccc(F)c(Cl)c2)c1-c1cc(C)on1	1	8	2	8	-8	-6	3.2	-24
O=c1[nH]c(SCc2ccccc2Cl)nc2c1cnn2-c1ccccc1	7	10	-11	-24	0	-3	0.2	-10
C=CCNC(=O)c1cc(-c2cccnc2)nc2ccccc12	1	-6	7	2	5	-3	0.2	5
CC(=O)N(C(C)=O)N1C(=O)/C(=C/c2ccc(Cl)cc2)SC1=S	0	75*	4	1	2	0	-0.9	15
COc1cc(C(=O)N2CCN(C(=O)C(Cc3cc(C)ccc3C)NC(C)=O)CC2)cc(OC)c1OC (stereo not given)	1	-17	9	14	-7	-4	-0.3	12
